Screening results deposited in PubChem by National Center for Advancing Translational Sciences (NCATS).
EPAC2 antagonist – antagonists of human EPAC2; EPAC2 GEF exchange of Rap1B-BODIPY-GDP, fluorescence; Q8WZA2; actives 0.18% (n = 360,000); Potency, µM (doses to about 114 µM), inactives show at the top dose activity, negative = inhibition, most hits filed as inhibitors; AID 720708; note: % is set by controls: 0 for no effect and ±100 for the full control effect; nearly all actives have a fitted effect of over 45% in size; many of its hits are not listed in these tables
Target sequence (Q8WZA2 whole entry, looked up): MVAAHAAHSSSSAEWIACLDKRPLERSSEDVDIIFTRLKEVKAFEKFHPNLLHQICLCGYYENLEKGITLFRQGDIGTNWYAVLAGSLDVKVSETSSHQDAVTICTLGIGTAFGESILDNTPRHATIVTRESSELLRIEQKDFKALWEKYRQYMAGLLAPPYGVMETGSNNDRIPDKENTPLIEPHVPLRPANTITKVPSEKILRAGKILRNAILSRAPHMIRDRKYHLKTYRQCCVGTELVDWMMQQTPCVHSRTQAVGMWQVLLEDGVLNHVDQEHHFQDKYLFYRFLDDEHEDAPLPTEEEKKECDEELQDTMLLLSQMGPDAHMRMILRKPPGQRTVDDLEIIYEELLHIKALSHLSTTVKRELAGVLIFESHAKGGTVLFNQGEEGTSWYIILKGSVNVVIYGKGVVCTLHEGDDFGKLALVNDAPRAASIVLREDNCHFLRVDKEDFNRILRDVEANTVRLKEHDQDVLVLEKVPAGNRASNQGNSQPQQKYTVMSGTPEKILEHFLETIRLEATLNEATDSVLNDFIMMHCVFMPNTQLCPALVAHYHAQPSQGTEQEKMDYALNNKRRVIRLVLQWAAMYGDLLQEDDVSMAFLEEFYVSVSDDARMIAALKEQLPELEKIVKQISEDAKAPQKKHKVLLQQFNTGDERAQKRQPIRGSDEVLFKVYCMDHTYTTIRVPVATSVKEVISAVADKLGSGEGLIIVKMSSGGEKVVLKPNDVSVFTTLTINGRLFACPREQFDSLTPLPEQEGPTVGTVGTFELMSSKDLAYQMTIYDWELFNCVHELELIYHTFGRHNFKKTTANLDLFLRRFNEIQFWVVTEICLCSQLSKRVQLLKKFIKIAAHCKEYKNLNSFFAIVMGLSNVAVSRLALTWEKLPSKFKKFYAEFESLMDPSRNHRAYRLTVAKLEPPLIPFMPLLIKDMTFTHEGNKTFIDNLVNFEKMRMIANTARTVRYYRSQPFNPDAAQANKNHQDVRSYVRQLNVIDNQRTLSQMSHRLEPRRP
ATXN viability – viability counter-screen for ATXN expression inhibitors. S2 cells (HEK-293 line with an ATXN2-luciferase reporter) viability, CellTiter-Fluor protease fluorescence, 24 h. Potency, µM (top dose mostly 56.7 µM), actives largely listed as cytotoxic. actives 0.49% (n = 400,000); note: nearly all actives have a fitted effect of over 40% in size
MCF10A rerep – induces DNA re-replication in MCF 10a normal breast cells. MCF 10A DNA re-replication, Hoechst nuclear intensity, 48 h. Potency, µM (series often up to 46.1 µM), without a hit: at the top dose activity, positive = re-replication, hits mostly activators. actives 2.9% (n = 350,000). AID 624296; note: % of control where 0% means no effect; nearly all actives have a fitted effect of over 50% in size
HepG2 viability – HepG2 cytotoxicity, counter-screen for TGF-b inhibitors. actives 0.76% (n = 410,000). AID 588856. HepG2 CAGA-GFP viability, ATP luminescence, 18 h. Potency, µM (series often up to 46.1 µM), for the others: at the highest dose activity change, negative = cytotoxicity, most hits filed as cytotoxic; note: some results filed as inactive show a strong effect at the top dose
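HepG2 CAGA-GFP cells (1000/well, DMEM with 1% FBS) received compound, then TGF-beta at 500 pg/mL final, and were incubated 18 hours at 37 degrees C. Viability was read by CellTiter-Glo luminescence. Media-only wells were set as complete cell-killing and DMSO as no toxicity.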
Nrf2 inh – inhibitors of Nrf2 signaling; A549 ARE-Fluc reporter, luciferase luminescence, 18-24 h; Potency, µM (highest dose often 46 µM), inactives show at the highest dose activity change, negative = inhibition, usual class: inhibitors; actives 2.1% (n = 360,000); note: % is set by controls: 0 for no effect and ±100 for the full control effect; nearly all actives have a fitted effect of over 60% in size
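A549 ARE_Fluc cells (5000/well, 5% FBS OPTI-MEM) pre-incubated 2 h, then treated with compounds 18-24 h at 37C/5% CO2 in concentration-response. CellTiter-Fluor viability read first; BugLite luciferase luminescence after 15 min at room temperature gives Nrf2 activity.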
ATXN2 expr inh – inhibitors of ATXN2 expression. HEK-293 ATXN2-luciferase reporter, luminescence, 24 h. Potency, µM (titrated, usually from 57 µM), for inactives: at the top dose activity change, negative = inhibition, hits mostly inhibitors. actives 0.72% (n = 360,000). AID 1745845; note: % is set by controls: 0 for no effect and ±100 for the full control effect; nearly all actives have a fitted effect of over 55% in size
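qHTS (up to 57 uM final) was run with 24 h compound exposure of reporter cells at 37 °C. Each well was multiplexed: SteadyGlo luminescence measured ATXN2-luciferase expression after a fluorogenic Gly-Phe-AFC viability readout (25 uM final).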
Nrf2 ARE act – activators of Nrf2 (ARE) signaling | AREc32 ARE-luciferase reporter (MCF7-derived line), luminescence, 24 h | Potency, µM (highest dose often 46.1 µM), inactives show at the top dose activation, hits mostly activators | actives 0.31% (n = 410,000); note: % of control where 0% means no effect; nearly all actives have a fitted effect of over 65% in size
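Luminescent ARE reporter assay in AREc32_Fluc cells: overnight plating at 37 deg C, 24 hr compound incubation, Steady-Glo added, 30 min RT before reading.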
TGFb inhibitor – blocks TGF-b signaling. AID 588855. Potency, µM (series often up to 46.1 µM), for the others: at the top dose activity, negative = inhibition, usual class: inhibitors. actives 1.2% (n = 410,000). HepG2 CAGA-GFP TGF-b/SMAD3 reporter, GFP fluorescence, 18 h; TGF-beta stimulated, 500 pg/mL final; note: % is set by controls: 0 for no effect and ±100 for the full control effect; nearly all actives have a fitted effect of over 65% in size
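Inhibition was scored as loss of TGF-beta-induced (500 pg/mL final, 18 hours, 37 degrees C) GFP in HEPG2 cells carrying a CAGA-GFP reporter, in DMEM with 1% FBS. Well GFP was summed per cell; Activity was normalised to unstimulated and stimulated DMSO wells, then concentration-response fitting.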
A549 tox – A549 cytotoxicity, counter-screen for Nrf2 inhibitors; A549 ARE-Fluc cells, CellTiter-Fluor viability, 18-24 h; actives 0.16% (n = 390,000); Potency, µM (top dose mostly 46 µM), without a hit: at the highest dose activity change, negative = cytotoxicity, hits mostly inhibitors; note: % is set by controls: 0 for no effect and ±100 for the full control effect
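A549 ARE-Fluc cells in 5% FBS OPTI-MEM, 5000 cells/well, rested 2 h then exposed to compounds in concentration-response for 18-24 h at 37 °C. Viability by CellTiter-Fluor fluorescence (Ex 405/Em 525) after 30 min; luciferase luminescence (BugLite, 15 min, RT) read afterwards.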
The depositor's hits bear a star; [ ] = another dose, or the depositor's remark. Calls come from the whole dose curve; as a rule, active = well fitted curve in the direction sought with a large enough effect; inconclusive = small, poorly fitted or top-dose-only effect, or another doubt; inactive = no such curve, though single readings can be large; an effect the other way counts as inactive or inconclusive. Potency is the fitted concentration of half-maximal effect.

Screening O=C(CC(=O)N1CCOCC1)N1CCOCC1 returned EPAC2 antagonist -3%, ATXN viability inactive, MCF10A rerep -2%, HepG2 viability 7%, Nrf2 inh 10%, ATXN2 expr inh -12%, Nrf2 ARE act -1.5%, TGFb inhibitor 2% and A549 tox -2%.
CN(CC(=O)Nc1cccc(C(F)(F)F)c1)S(=O)(=O)c1ccc2[nH]c3c(c2c1)CCCC3 was read as HepG2 viability -80%, Nrf2 inh inconclusive, ATXN2 expr inh inconclusive, Nrf2 ARE act 4.5%, TGFb inhibitor inconclusive and A549 tox inconclusive.
For COc1ccc(/C=C/C(=O)NCc2cn(C)nc2C)cc1COc1ccc(Cl)cc1Br the results were EPAC2 antagonist -1%, ATXN viability inactive, MCF10A rerep -14%, HepG2 viability -7%, ATXN2 expr inh -34%, Nrf2 ARE act -0.7%, TGFb inhibitor 0% and A549 tox 8%.
For COc1ccccc1NC(=O)NCC(c1ccco1)N1CCCCC1 (configuration not stated) the results were EPAC2 antagonist 2%, ATXN viability inactive, MCF10A rerep 3%, HepG2 viability -4%, Nrf2 inh 6%, ATXN2 expr inh -7%[11.3 µM], Nrf2 ARE act -0.2%, TGFb inhibitor 7% and A549 tox 0%.
`CCOc1ccc(CN2CCNC(=O)C2CC(=O)N(C)C2CCCCC2)cc1` (configuration not stated) gave EPAC2 antagonist 2%, ATXN viability inactive, MCF10A rerep 2%, HepG2 viability 3%, Nrf2 inh -1%, ATXN2 expr inh 10%, Nrf2 ARE act -0.4%, TGFb inhibitor 7% and A549 tox 0%.
`Cc1ccc2cc(CN(c3ccc(C)c(C)c3)S(C)(=O)=O)c(=O)[nH]c2c1` gave EPAC2 antagonist 1%, ATXN viability inactive, MCF10A rerep 3%, HepG2 viability -13%, Nrf2 inh -8%, ATXN2 expr inh -14%, Nrf2 ARE act 2.9%, TGFb inhibitor 0% and A549 tox 1%.
Screening COc1ccc(CCn2cnc3c([nH]c4ccccc43)c2=O)cc1 returned EPAC2 antagonist -5%, ATXN viability inactive, MCF10A rerep 1%, HepG2 viability 3%, Nrf2 inh 17%, Nrf2 ARE act -0.4%, TGFb inhibitor 6% and A549 tox 4%.
For CC(NC(=O)C1CCC(=O)N1Cc1ccccc1Cl)c1ccccc1 (configuration not stated) the results were EPAC2 antagonist 6%, ATXN viability inactive, MCF10A rerep -7%, HepG2 viability -18%, Nrf2 inh 7%, Nrf2 ARE act 0.4%, TGFb inhibitor -15% and A549 tox 10%.
For COc1cc(/C=C/CN2CCC(Oc3ccc(C(=O)N4CCCC4)cc3)CC2)ccc1O the results were EPAC2 antagonist -8%, ATXN viability inconclusive, MCF10A rerep 13%, HepG2 viability 0%, Nrf2 inh 1%, ATXN2 expr inh -17%, Nrf2 ARE act 1.9%, TGFb inhibitor -1% and A549 tox inconclusive.
COc1cccc(C(=O)NC(=S)Nc2ccccc2N2CCCC2)c1 was read as EPAC2 antagonist 2%, ATXN viability inactive, MCF10A rerep 0%, HepG2 viability -16%, Nrf2 inh inconclusive, ATXN2 expr inh 2%, Nrf2 ARE act 11%, TGFb inhibitor -2% and A549 tox 13%.
For CC(=O)C(Cc1ccc(Cl)nc1)Cc1ccc(Cl)nc1 the results were EPAC2 antagonist 2%, ATXN viability inconclusive, MCF10A rerep -28%, HepG2 viability -1%, Nrf2 inh 5%, ATXN2 expr inh -6%[2.22 µM], Nrf2 ARE act -0.1%, TGFb inhibitor 7% and A549 tox 0%.
For CC(C)CN(C(=O)Cn1c(C(F)(F)F)nc2ccccc21)C1CCS(=O)(=O)C1 (configuration not stated) the results were EPAC2 antagonist -3%, ATXN viability inconclusive, MCF10A rerep -2%, HepG2 viability 28%, Nrf2 inh 2%, ATXN2 expr inh 2%, Nrf2 ARE act 0.2%, TGFb inhibitor 9% and A549 tox -3%.
`CC(=O)Nc1ccc(-c2sc(Nc3cccc4ccccc34)n[n+]2-c2ccccc2)cc1` gave EPAC2 antagonist 6%, ATXN viability inactive, MCF10A rerep 2%, HepG2 viability -4%, Nrf2 inh inconclusive, ATXN2 expr inh 6%, Nrf2 ARE act 2.9%, TGFb inhibitor 6% and A549 tox 10%.
For COc1ccc(/C=C2\C(=N)N3N=C(CC(=O)N4CCOCC4)SC3=NC2=O)cc1 the results were EPAC2 antagonist 7%, ATXN viability inactive, MCF10A rerep 17%, HepG2 viability -17%, Nrf2 inh -2%, ATXN2 expr inh 13%, Nrf2 ARE act -0.5%, TGFb inhibitor 0% and A549 tox 0%.
Screening Cc1cccn2c(=O)c(/C=C(\C#N)C(N)=O)c(N3CCN(c4cccc(Cl)c4)CC3)nc12 returned EPAC2 antagonist -3%, ATXN viability inactive, MCF10A rerep 9%, HepG2 viability -15%, Nrf2 inh inconclusive, ATXN2 expr inh inconclusive, Nrf2 ARE act 0.7%, TGFb inhibitor inconclusive and A549 tox inconclusive.
Screening O=C(Nc1cc2c(cc1C(=O)O)OCCCO2)c1ccc(F)cc1F returned EPAC2 antagonist -2%, ATXN viability inactive, MCF10A rerep 0%, HepG2 viability -7%, Nrf2 inh inconclusive, ATXN2 expr inh 19%, Nrf2 ARE act 1.8%, TGFb inhibitor 2% and A549 tox -3%.
`Cc1ccc(S(=O)(=O)N2CCOCC2)cc1C(=O)Nc1ccc2c(c1)OCCO2` gave EPAC2 antagonist -6%, ATXN viability inactive, MCF10A rerep 5%, HepG2 viability -2%, Nrf2 inh -15%, ATXN2 expr inh -7%, Nrf2 ARE act -0.3%, TGFb inhibitor -6% and A549 tox 0%.
O=S(=O)(c1cc(Cl)ccc1Cl)N1CC2CCCN2c2ccc(C(F)(F)F)cc21 (configuration not stated) was read as EPAC2 antagonist -6%, ATXN viability inactive, MCF10A rerep 5%, HepG2 viability -22%, Nrf2 inh -16%, ATXN2 expr inh -1%, Nrf2 ARE act 0.4%, TGFb inhibitor -7% and A549 tox 2%.
For COc1cccc(NC(=O)CSc2nc3c(sc4ccccc43)c(=O)n2CCN(C)C)c1 the results were EPAC2 antagonist -18%, ATXN viability inactive, MCF10A rerep -2%, HepG2 viability -1%, Nrf2 inh inconclusive, ATXN2 expr inh -10%, Nrf2 ARE act inconclusive, TGFb inhibitor inconclusive and A549 tox -23%.
CCc1ccc(C(=O)c2cn(CC(=O)Nc3ccc4c(c3)OCCO4)c3ccc(C)cc3c2=O)cc1 was read as ATXN viability inactive, HepG2 viability 0%, Nrf2 inh 13%, ATXN2 expr inh 15%, Nrf2 ARE act 0.0%, TGFb inhibitor 1% and A549 tox 0%.

Quoted at random: two entries already listed
CCc1ccc(C(=O)c2cn(CC(=O)Nc3ccc4c(c3)OCCO4)c3ccc(C)cc3c2=O)cc1 was read as ATXN viability inactive, HepG2 viability 0%, Nrf2 inh 13%, ATXN2 expr inh 15%, Nrf2 ARE act 0.0%, TGFb inhibitor 1% and A549 tox 0%.
Screening Cc1cccn2c(=O)c(/C=C(\C#N)C(N)=O)c(N3CCN(c4cccc(Cl)c4)CC3)nc12 returned EPAC2 antagonist -3%, ATXN viability inactive, MCF10A rerep 9%, HepG2 viability -15%, Nrf2 inh inconclusive, ATXN2 expr inh inconclusive, Nrf2 ARE act 0.7%, TGFb inhibitor inconclusive and A549 tox inconclusive.

The list continues:
For Cc1onc(-c2ccccc2)c1C(=O)NCc1ccc2c(c1)OCO2 the results were EPAC2 antagonist 8%, ATXN viability inactive, MCF10A rerep inconclusive, HepG2 viability -2%, Nrf2 inh -10%, ATXN2 expr inh -27%, Nrf2 ARE act -0.4%, TGFb inhibitor 0% and A549 tox 6%.
`CCc1nc2ccc(C(=O)NCc3ccc(OC)cc3)cn2c1N(CCC(C)C)CCN(C)C` gave EPAC2 antagonist 9%, ATXN viability inactive, HepG2 viability -38%, ATXN2 expr inh -7%, Nrf2 ARE act 7.6% and TGFb inhibitor -5%.
`COC(=O)C1C2C=CC3(CN(Cc4ccco4)C(=O)C13)O2` (configuration not stated) gave EPAC2 antagonist 14%, ATXN viability inactive, MCF10A rerep -2%, HepG2 viability -25%, Nrf2 inh 8%, ATXN2 expr inh 2%, Nrf2 ARE act 0.4%, TGFb inhibitor 19% and A549 tox -3%.
Screening C=CCN(c1ccc(C(=O)OC)cc1)S(=O)(=O)c1ccccc1 returned EPAC2 antagonist 14%, ATXN viability inactive, MCF10A rerep 0%, HepG2 viability 10%, Nrf2 inh -9%, ATXN2 expr inh 6%, Nrf2 ARE act -0.4%, TGFb inhibitor 0% and A549 tox -3%.
`COc1ccc(C(=O)NC(=S)Nc2ccccc2N2CCOCC2)cc1Br` gave EPAC2 antagonist 7%, ATXN viability inactive, MCF10A rerep inconclusive, HepG2 viability -33%, Nrf2 inh -1%, ATXN2 expr inh -1%, Nrf2 ARE act 4.6%, TGFb inhibitor 0% and A549 tox 3%.
Screening Cc1ccc(Cn2c(C3CCCN3c3nc(-c4cc(Cl)c(N)c(Cl)c4)cs3)nc3cc(Cl)c(Cl)cc32)cc1 (configuration not stated) returned EPAC2 antagonist -11%, ATXN viability inactive, MCF10A rerep -2%, HepG2 viability -10%, Nrf2 inh inconclusive, ATXN2 expr inh 39%[activator], Nrf2 ARE act 2.5%, TGFb inhibitor 5% and A549 tox 1%.
CCOC(=O)c1cc(NC(=O)N2CCCCC2)c(C)nc1C was read as EPAC2 antagonist -2%, ATXN viability inactive, MCF10A rerep -3%, HepG2 viability -18%, Nrf2 inh -7%, ATXN2 expr inh -5%, Nrf2 ARE act 0.2%, TGFb inhibitor 0% and A549 tox -1%.
For COC(=O)Nc1ccc(S(=O)(=O)N2CCCC(C(=O)N3CCOCC3)C2)cc1 (configuration not stated) the results were EPAC2 antagonist 13%, ATXN viability inactive, MCF10A rerep 0%, HepG2 viability 21%, Nrf2 inh 17%, Nrf2 ARE act 0.4%, TGFb inhibitor -1% and A549 tox 16%.
For COc1cc(/C=C2\SC(=S)N(C(C(=O)O)c3ccccc3)C2=O)cc(OC)c1OC (configuration not stated) the results were EPAC2 antagonist -24%, ATXN viability inactive, MCF10A rerep inconclusive, HepG2 viability 1%, Nrf2 inh 1%, ATXN2 expr inh 12%, Nrf2 ARE act 0.3%, TGFb inhibitor -22% and A549 tox -6%.

Only part of the results is shown (hit frequency here may not be typical).
